Assay outcomes as filed in PubChem.
GSIS activator: GLuc luminescence reporter in INS-1E cells, primary screen for activators of glucose-dependent secretion of insulin; INS-1E GLuc reporter insulin secretion, 2-3 h; activation, % at 16.6 µM; 370,000 tested, 0.61% active;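 active means lowest replicate activation of at least 40%, so every replicate reaches that level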;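 further: 0% = median of neutral control wells and 100% = median of IBMX positive control wells; some compounds called inactive have numbers as strong as hits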
ARNT-TACC3 inh: disrupts binding between human ARNT and TACC3; AID 623870; inhibition, % at 9.99 µM; Q9Y6A5; AlphaScreen His-ARNT PAS-B/GST-TACC3 binding, luminescence; TACC3 fragment carries E629A point mutation; 390,000 tested, 0.66% active;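 active means mean inhibition of replicates at least 50% and at least half of replicates each reaching 50%; inconclusive means half or more replicates reach 50% but mean below 50%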;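 further: 0% = complete ARNT plus TACC3 wells and 100% = ARNT alone without TACC3; many hits fall short of the cut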
EWS-Fli inh: blocks EWS/Fli oncoprotein-driven transcription | A673 NR0B1-luciferase reporter, viability-normalised | 350,000 tested, 0.67% active | inhibition, % at 12.6 µM;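 active means mean inhibition of at least 50% after viability correction, with every replicate also passing that limit; inconclusive means mean reaches 50% but only one of two replicates passes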;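 further: firefly luciferase signal divided by Alamar Blue viability fluorescence both relative to DMSO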
XiGFP reactiv: X-chromosome reactivation activator; XiGFP mouse fibroblasts, % GFP-positive cells imaging, 3 d; cells co-treated with 5-aza-dC sensitizer; scaled so ellipticine positive control = 100%; 360,000 tested, 0.055% active; activation, % at 7.58 µM;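 active means mean normalized replicate activation at least 10% and every replicate at or above 10%; inconclusive means only one of the two criteria met; inactive means mean below 10% and not all replicates reach 10%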;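 further: 0% = median of on-plate neutral control wells and 100% = ellipticine 6 µM median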
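System: SV40-immortalized XiGFP fibroblast cells, line 68-5-11 / Incubation: 3-day compound exposure, then 15 min fixation at room temperature / Compound: single concentration per compound, delivered by pin transfer / Buffer or medium: DMEM plus 5-aza-dC sensitizer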
DENV2 CPE rescue: inhibitors of DENV2 cytopathic effect; DENV2-infected cells, cytopathic effect rescue, plate reader; CPE inhibition, % at 9.99 µM; 350,000 tested, 1.7% active; in the data active means CPE inhibition above about 20%, passing the limit was not always enough; inconclusive means no clear call, values can overlap the other calls; tested in BHK-21 cells;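 further: 0% = median of neutral control wells and 100% = median of positive control wells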
ERp5 block: ERp5 (human) disulfide isomerase inhibition; ERp5 insulin aggregation, absorbance 650 nm, 90 min; inhibition, % at 9.99 µM; 350,000 tested, 0.05% active; AID 651711;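 active means mean replicate inhibition above about 25%, with every replicate also reaching it, limit read from the data, passing the limit was not always enough; inconclusive means only one of those two criteria met; inactive means neither criterion met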
Target sequence (Q15084 whole entry, looked up): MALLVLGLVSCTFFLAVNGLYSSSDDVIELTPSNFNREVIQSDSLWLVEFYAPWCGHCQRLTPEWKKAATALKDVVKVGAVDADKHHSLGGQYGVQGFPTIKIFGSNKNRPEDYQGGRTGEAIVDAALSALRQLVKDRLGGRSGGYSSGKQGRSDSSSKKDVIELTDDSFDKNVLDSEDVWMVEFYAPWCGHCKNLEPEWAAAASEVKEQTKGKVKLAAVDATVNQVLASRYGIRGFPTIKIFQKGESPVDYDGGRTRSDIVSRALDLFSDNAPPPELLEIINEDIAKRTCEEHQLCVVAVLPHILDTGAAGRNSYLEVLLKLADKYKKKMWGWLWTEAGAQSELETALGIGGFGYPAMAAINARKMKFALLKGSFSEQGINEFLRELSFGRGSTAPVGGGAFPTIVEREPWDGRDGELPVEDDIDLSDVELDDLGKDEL
CFTR F508del cor: correctors of CFTR F508del function in bronchial epithelial cells; activity (quench increase), % at 7.58 µM; AID 720511; CFBE cells, YFP halide quenching; stimulated with forskolin plus potentiator P3; % fluorescence drop versus neutral controls; 350,000 tested, 0.36% active;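 active means mean added fluorescence quench of at least 8% versus neutral control, with both replicates also reaching 8%; inconclusive means only one of the mean or replicate conditions met; inactive means mean below 8% and not both replicates reaching 8%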;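 further: cells transiently co-express mutant CFTR-F508del with the halide-sensitive YFP; corrector assay measuring rescue of mutant channel to the surface after 24 h compound exposure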
PAX8 reporter: lowers PAX8-driven luciferase in RMG-I cells | RMG-I TPO-luciferase reporter, SteadyGlo, 24 h | inhibition, % at 12.6 µM | 360,000 tested, 1.2% active | AID 652154;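 active means mean replicate inhibition at least 60% with every replicate also reaching 60%; inconclusive means only one of the two criteria is met; inactive means mean below 60% and not all replicates reaching 60%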;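 further: luciferase light reporting Pax8 driven TPO promoter activity; plate controls were median of neutral control wells for no effect and mitoxantrone controls for full effect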
An asterisk follows results filed as active; & = joins results of further samples.

How did CN(C)C(=O)c1cccc(-c2ccc([C@H]3[C@@H](CO)N4CCCCN(CCC(F)(F)F)C[C@@H]34)cc2)c1 do in these assays?
GSIS activator: 0; ARNT-TACC3 inh: -1; EWS-Fli inh: -7; XiGFP reactiv: 0.0; DENV2 CPE rescue: 0; ERp5 block: 1; CFTR F508del cor: 2.5; PAX8 reporter: -14

What do the screens show for `CN1C[C@@H]2[C@H](c3ccccc31)[C@H](CO)N2C(=O)C1CCCCC1`?
GSIS activator: -2; ARNT-TACC3 inh: -2; EWS-Fli inh: 4; XiGFP reactiv: 0.2; DENV2 CPE rescue: -8; ERp5 block: 1; CFTR F508del cor: -0.2; PAX8 reporter: 6

What do the screens show for `CC[C@@H](C(=O)[C@@H](C)[C@@H](O)[C@H](C)CCc1ccc(C)c(O)c1C(=O)O)[C@H]1O[C@](CC)([C@H]2CC[C@](O)(CC)[C@H](C)O2)C[C@@H]1C`?
GSIS activator: 30; ARNT-TACC3 inh: -3; EWS-Fli inh: 26; XiGFP reactiv: 0.2; DENV2 CPE rescue: -8; ERp5 block: 6; CFTR F508del cor: 0.8; PAX8 reporter: 104*

What do the screens show for `O=C(c1cccnc1)N1C[C@H]2[C@@H](c3ccccc31)[C@@H](CO)N2C(=O)C1CCCCC1`?
GSIS activator: -2; ARNT-TACC3 inh: -6; EWS-Fli inh: 0; XiGFP reactiv: 0.1; DENV2 CPE rescue: 8; ERp5 block: 0; CFTR F508del cor: -2.4; PAX8 reporter: -6

What do the screens show for `COc1ccc(NC(=O)N[C@@H]2CC[C@@H](CCNC(=O)c3cc(Cl)cc(Cl)c3)O[C@@H]2CO)cc1`?
GSIS activator: 21; ARNT-TACC3 inh: -1; EWS-Fli inh: -15; XiGFP reactiv: 0.0; DENV2 CPE rescue: 6; ERp5 block: -2; CFTR F508del cor: -2.6; PAX8 reporter: -6

What do the screens show for `O=C1NC[C@@H](CCCCN2C[C@H](Cc3ccc(O)cc3)N(Cc3ccccc3)C(=O)C2=O)N(CC2CCCCC2)C1=O`?
GSIS activator: -38; EWS-Fli inh: 1; XiGFP reactiv: 0.2; DENV2 CPE rescue: -7; ERp5 block: 4; CFTR F508del cor: 1.0; PAX8 reporter: 8

What do the screens show for `COc1ccc(C)c2sc(=NC(=O)c3ccccc3)n(C)c12`?
ARNT-TACC3 inh: -4; EWS-Fli inh: -98; XiGFP reactiv: 6.6; DENV2 CPE rescue: 6; ERp5 block: 4; CFTR F508del cor: -4.7; PAX8 reporter: -108

What do the screens show for `C[C@H](CO)N1C[C@H](C)[C@@H](CN(C)S(=O)(=O)c2ccc3c(c2)OCCCO3)OCc2cnnn2CCCC1=O`?
GSIS activator: -5&-3; ARNT-TACC3 inh: -5; EWS-Fli inh: 1&4; XiGFP reactiv: 0.2&0.5; DENV2 CPE rescue: 5&3; ERp5 block: -4&-3; CFTR F508del cor: 0.2&2.3; PAX8 reporter: 2&19

How did Cc1[nH]nc2c1C(c1ccccc1)N(c1ccccc1)C2=O (configuration not stated) do in these assays?
GSIS activator: 5; EWS-Fli inh: -9; XiGFP reactiv: 0.4; DENV2 CPE rescue: 3; ERp5 block: 2; CFTR F508del cor: -1.9; PAX8 reporter: -6

What do the screens show for `O=C(NC(=S)Nc1ccccc1Br)C1CCC1`?
GSIS activator: -6; ARNT-TACC3 inh: -1; EWS-Fli inh: -19; XiGFP reactiv: -0.1; DENV2 CPE rescue: -2; ERp5 block: 2; CFTR F508del cor: -2.7; PAX8 reporter: -66

How did Cc1ccc(NC(=O)C/C(N)=N/OC(=O)Nc2ccc(C)c(Cl)c2)cc1 do in these assays?
GSIS activator: -2; ARNT-TACC3 inh: 1; EWS-Fli inh: -48; XiGFP reactiv: 0.0; DENV2 CPE rescue: inconclusive; ERp5 block: -5; CFTR F508del cor: 2.0; PAX8 reporter: -71

How did O=C(Cc1ccccc1[N+](=O)[O-])c1ccc2c(c1)OCO2 do in these assays?
ARNT-TACC3 inh: -22; EWS-Fli inh: -23; XiGFP reactiv: 0.0; DENV2 CPE rescue: -5; ERp5 block: -4; CFTR F508del cor: 5.8; PAX8 reporter: -26

Results for COc1ccc(NC(=O)N(C)C[C@@H]2OCCCC[C@@H](C)Oc3ccc(NC(=O)Cc4ccccc4)cc3C(=O)N([C@H](C)CO)C[C@H]2C)cc1 ?
GSIS activator: -18; ARNT-TACC3 inh: 6; EWS-Fli inh: 1; XiGFP reactiv: 0.0; DENV2 CPE rescue: 3; ERp5 block: 1; CFTR F508del cor: -0.8

How did CCCNC(=O)N(C)C[C@@H]1Oc2cc(C#Cc3cccc(F)c3)ccc2S(=O)(=O)N([C@@H](C)CO)C[C@H]1C do in these assays?
GSIS activator: -22; ARNT-TACC3 inh: -8; EWS-Fli inh: 11; XiGFP reactiv: 0.0; DENV2 CPE rescue: -4; ERp5 block: -5; CFTR F508del cor: 1.1

What do the screens show for `COc1ccccc1OCCNC(=O)C1CC(=O)N(c2cccc(SC)c2)C1` (configuration not stated)?
GSIS activator: 8; ARNT-TACC3 inh: -3; EWS-Fli inh: 1; XiGFP reactiv: 0.0; DENV2 CPE rescue: 20; ERp5 block: -3; CFTR F508del cor: 3.0; PAX8 reporter: -9

How did O=C(CCCc1c[nH]c2ccccc12)N1CCN(c2ccc(N3CCOCC3)nn2)CC1 do in these assays?
GSIS activator: -3; ARNT-TACC3 inh: 44; EWS-Fli inh: 6; XiGFP reactiv: 0.2; DENV2 CPE rescue: -2; ERp5 block: 0; CFTR F508del cor: -2.2; PAX8 reporter: -20

Results for c1cc2[nH]c3ccncc3c2cn1 ?
EWS-Fli inh: -5; XiGFP reactiv: 0.0; DENV2 CPE rescue: -2; ERp5 block: 6; PAX8 reporter: -10

What do the screens show for `CC(C)NC(=O)N[C@H]1CC[C@@H](CCN)O[C@H]1CO`?
GSIS activator: 4; ARNT-TACC3 inh: 4; EWS-Fli inh: 3; XiGFP reactiv: -0.5; DENV2 CPE rescue: -4; ERp5 block: 0; CFTR F508del cor: 1.9; PAX8 reporter: 9

How did COc1cccc(NC(=O)c2oc3ccccc3c2NC(C)=O)c1 do in these assays?
ARNT-TACC3 inh: -7; EWS-Fli inh: -96; DENV2 CPE rescue: 1; ERp5 block: 0; CFTR F508del cor: 0.5

How did O=C1c2ccccc2NC(c2ccc(O)c(O)c2)N1c1ccccc1Cl (configuration not stated) do in these assays?
GSIS activator: -6; ARNT-TACC3 inh: -3; EWS-Fli inh: -25; XiGFP reactiv: 0.0; DENV2 CPE rescue: 15; ERp5 block: 0; CFTR F508del cor: 0.4; PAX8 reporter: -46

Results for Cc1ccc(-c2ccc3c(c2)O[C@H](CN(C)Cc2cncnc2)[C@@H](C)CN([C@H](C)CO)S3(=O)=O)cc1 ?
GSIS activator: -5&-4; ARNT-TACC3 inh: -4&8; EWS-Fli inh: 8&11&30; XiGFP reactiv: -0.4&-0.2; DENV2 CPE rescue: inconclusive; ERp5 block: 2&9&-3; CFTR F508del cor: 2.7&-2.7&4.9; PAX8 reporter: 6&19

Results for C[C@H](CO)N1C[C@H](C)[C@H](CN(C)Cc2ccc(C(F)(F)F)cc2)Oc2ccc(NC(=O)Cn3cnnn3)cc2C1=O ?
GSIS activator: 4; ARNT-TACC3 inh: 1; XiGFP reactiv: -0.4; DENV2 CPE rescue: -2; ERp5 block: -2; CFTR F508del cor: 0.2; PAX8 reporter: -2

How did CCN(CC)S(=O)(=O)c1ccc(C(=O)Nc2nnc(COC)o2)cc1 do in these assays?
GSIS activator: -4; ARNT-TACC3 inh: 31; EWS-Fli inh: 8; XiGFP reactiv: 0.0; DENV2 CPE rescue: 10; ERp5 block: 3; CFTR F508del cor: -4.8; PAX8 reporter: 8

How did O=C(c1ccc2c(c1)OCO2)N1C[C@H]2[C@@H](c3ccccc31)[C@H](CO)N2Cc1ccc2c(c1)OCO2 do in these assays?
GSIS activator: -2; ARNT-TACC3 inh: 6; EWS-Fli inh: 4; XiGFP reactiv: 0.0; DENV2 CPE rescue: -1; ERp5 block: 21; CFTR F508del cor: 1.5; PAX8 reporter: 25

Results for Cc1cc(=O)oc2cc(NC(=O)Cc3ccccc3)ccc12 ?
ARNT-TACC3 inh: -4; EWS-Fli inh: -38; XiGFP reactiv: 0.0; DENV2 CPE rescue: 4; ERp5 block: 3; CFTR F508del cor: -0.5; PAX8 reporter: -67

Results for CC(C)NC(=O)N1CC2(C1)[C@H](c1ccccc1)[C@H](CO)N2C(=O)C1CCOCC1 ?
GSIS activator: 10; EWS-Fli inh: 2; XiGFP reactiv: 0.1; DENV2 CPE rescue: -1; ERp5 block: 0; CFTR F508del cor: -2.5

Results for Cc1ccncc1C(N)=O ?
GSIS activator: -4; ARNT-TACC3 inh: 2; EWS-Fli inh: 7; XiGFP reactiv: -0.1; DENV2 CPE rescue: -1; ERp5 block: 17; CFTR F508del cor: 1.2; PAX8 reporter: 1

How did Cc1ccc(C(=O)CC(C(=O)O)n2cncn2)cc1 (configuration not stated) do in these assays?
ARNT-TACC3 inh: -2; EWS-Fli inh: -3; XiGFP reactiv: 0.1; DENV2 CPE rescue: 19; ERp5 block: 4; CFTR F508del cor: -0.8; PAX8 reporter: -39

What do the screens show for `OC[C@@H]1CN(Cc2cccs2)C[C@H](n2cnc3c(N4CCCC4)ncnc32)O1`?
GSIS activator: 15; EWS-Fli inh: -4; XiGFP reactiv: 0.2; DENV2 CPE rescue: -1; ERp5 block: -6; CFTR F508del cor: 2.0; PAX8 reporter: 17

Results for O=C(C[C@@H]1C[C@@H]2c3cc(NC(=O)Nc4ccccc4)ccc3O[C@@H]2[C@H](CO)O1)NCc1cccnc1 ?
GSIS activator: 6; ARNT-TACC3 inh: 4; EWS-Fli inh: -14; XiGFP reactiv: 0.0; DENV2 CPE rescue: -2; CFTR F508del cor: 0.4; PAX8 reporter: 1

How did Cc1ccc(NC(=O)c2ccc(Cl)c(S(=O)(=O)N3CCCCC3)c2)nc1 do in these assays?
GSIS activator: -1; ARNT-TACC3 inh: 2; EWS-Fli inh: 1; XiGFP reactiv: 0.0; DENV2 CPE rescue: -2; ERp5 block: 1; CFTR F508del cor: 2.8; PAX8 reporter: 13

What do the screens show for `O=C(OCC(=O)c1ccc(Cl)s1)c1cncc(Br)c1`?
ARNT-TACC3 inh: 0; EWS-Fli inh: -3; XiGFP reactiv: -0.7; DENV2 CPE rescue: 4; ERp5 block: 2; CFTR F508del cor: -7.4; PAX8 reporter: -23

Results for C[C@@H]1CCCCO[C@@H](CN(C)S(=O)(=O)c2cccs2)[C@H](C)CN([C@H](C)CO)C(=O)c2cc(NC(=O)C3CCCCC3)ccc2O1 ?
GSIS activator: 11; ARNT-TACC3 inh: 1; EWS-Fli inh: 14; XiGFP reactiv: -1.2; DENV2 CPE rescue: 4; ERp5 block: -3; CFTR F508del cor: 1.1

What do the screens show for `CC(C)CC(NC(=O)c1cccs1)c1nnc(SCc2ccc(Cl)c(Cl)c2)n1C` (configuration not stated)?
GSIS activator: -23; ARNT-TACC3 inh: -1; EWS-Fli inh: 76*; XiGFP reactiv: 0.1; ERp5 block: 2; PAX8 reporter: 14

How did CSc1ccc(C(=O)C2CCCN(S(=O)(=O)N(C)C)C2)cc1 (configuration not stated) do in these assays?
GSIS activator: 0; ARNT-TACC3 inh: -4; EWS-Fli inh: -19; XiGFP reactiv: 0.0; DENV2 CPE rescue: 0; ERp5 block: -6; CFTR F508del cor: -2.2; PAX8 reporter: 3

How did CCCCC(c1nc2ccccc2[nH]1)n1c(=O)c(-c2ccccc2)nc2cc(C)c(C)cc21 (configuration not stated) do in these assays?
GSIS activator: -10; EWS-Fli inh: -6; XiGFP reactiv: -0.1; DENV2 CPE rescue: 17; ERp5 block: -4; CFTR F508del cor: -0.6; PAX8 reporter: -17

No enrichment for hits (roughly 4.2% active in at least one column).
